# SUMO1 PPI mod = modulators of SUMO1 protein-protein interactions, primary screen, biochemical, uHTS. Small ubiquitin-related modifier 1 (Homo sapiens), P63165. SUMO1 binding to a labelled peptide, TR-FRET, 1 h. inhibition, % at 20 µM. 0.33% of 360,000 active. AID 602429, 2012; in the data active means inhibition above about 37%
# Target sequence (P63165 whole entry, looked up): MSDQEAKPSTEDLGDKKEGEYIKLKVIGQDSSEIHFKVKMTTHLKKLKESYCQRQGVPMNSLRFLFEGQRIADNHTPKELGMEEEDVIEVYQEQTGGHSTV
# NadD block = inhibitors of S. aureus NadD, primary screen, biochemical, colorimetric, uHTS | AID 602399, 2012 | 0.78% of 360,000 active | inhibition, % at 20 µM | purified NadD enzyme, colorimetric absorbance read-out; in the data active means inhibition above about 26%; further: some compounds past the cut are filed as inactive
# Scp1 inh = Scp-1 phosphatase inhibitors, primary screen, biochemical, colorimetric, uHTS; Recombinant Scp1, phosphopeptide, malachite green phosphate absorbance; 0.88% of 340,000 active; inhibition, % at 20 µM;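 active means inhibition above about 50% at 20 µM, limit read from the data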;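 further: plate controls were DMSO wells with enzyme for no effect and wells lacking enzyme for full effect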
# Target sequence (Q9GZU7 76-261 limits assumed): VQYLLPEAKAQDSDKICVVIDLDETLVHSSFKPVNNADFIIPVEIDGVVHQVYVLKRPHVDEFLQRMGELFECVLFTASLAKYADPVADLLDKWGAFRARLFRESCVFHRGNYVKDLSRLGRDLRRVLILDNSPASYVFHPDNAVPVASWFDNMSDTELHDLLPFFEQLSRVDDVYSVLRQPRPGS
#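 Material – SCP-1 phosphatase catalytic domain, residues 76-261 · Buffer or medium – Acidic Tris acetate buffer with magnesium and detergent · Also added – Phospho 17-mer peptide substrate · Compound – single 20 µM dose, 1% DMSO · Times – 45 min room-temperature reaction, 5 min colour, 30 min stabiliser · Technique – Phosphate-binding colour reagent, absorbance read at 630 nm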
# LMPTP block = LMPTP phosphatase inhibitors, primary screen, biochemical, fluorescence intensity, uHTS; Low molecular weight phosphotyrosine protein phosphatase (Homo sapiens), P24666; recombinant LMPTP-A, OMFP fluorogenic substrate; inhibition, % at 20 µM; 0.22% of 360,000 active;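 active means compounds that cut the enzyme signal by at least half of the control window in the single-dose screen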;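 further: plate controls were DMSO wells with enzyme plus substrate for no effect and substrate without enzyme for full effect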
# Target sequence (P24666 whole entry, looked up): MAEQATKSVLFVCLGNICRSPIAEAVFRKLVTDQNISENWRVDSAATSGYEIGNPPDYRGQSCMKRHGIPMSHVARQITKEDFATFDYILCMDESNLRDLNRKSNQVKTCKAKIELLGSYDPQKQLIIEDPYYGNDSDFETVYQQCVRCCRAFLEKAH
#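 Buffer or medium: Bis-Tris pH 6.0, DTT, detergent; Assay system: LMPTP-A enzyme; Quantity: 0.625 nM enzyme; Detection: endpoint fluorescence intensity; Times: 50 min dark incubation at room temperature; Controls: substrate-only low control, DMSO enzyme-plus-substrate high control; Doses: single 20 µM dose; Read-out: percent inhibition versus substrate-only and uninhibited controls; Reagent: 400 µM OMFP.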
# DNMT1 inh = human DNMT1 methyltransferase inhibitors, primary screen, biochemical, molecular beacon, fluorescence, HinP1I cleavage, uHTS; DNA (cytosine-5)-methyltransferase 1 (Homo sapiens), P26358; inhibition (reported as % activation of signal), % at 10 µM; 0.83% of 360,000 active; in the data active means inhibition above about 50%
# Rpn11 inh = Rpn11 (PSMD14) deubiquitinase inhibitors, primary screen, biochemical, fluorescence polarization, uHTS; human 26S proteasome, Ub4-pepOG fluorescence polarization; 20S core pre-blocked with epoxomicin; 26S proteasome non-ATPase regulatory subunit 14 (Homo sapiens), O00487; 0.59% of 360,000 active; calls only at 20 µM;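 active means inhibition at 20 µM, scaled to each plate's controls, above about 33%, limit read from the data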
# Target sequence (O00487 whole entry, looked up): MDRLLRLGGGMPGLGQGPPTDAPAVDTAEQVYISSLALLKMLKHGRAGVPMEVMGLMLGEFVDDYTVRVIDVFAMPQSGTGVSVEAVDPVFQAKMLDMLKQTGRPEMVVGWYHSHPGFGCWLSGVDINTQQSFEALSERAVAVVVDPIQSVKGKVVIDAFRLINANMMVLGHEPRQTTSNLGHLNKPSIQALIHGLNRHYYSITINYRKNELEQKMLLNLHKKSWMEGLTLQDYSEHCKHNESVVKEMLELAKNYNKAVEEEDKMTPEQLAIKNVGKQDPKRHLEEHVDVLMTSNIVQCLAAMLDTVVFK
# STEP block = STEP phosphatase inhibitors, primary screen, biochemical, fluorescence intensity, uHTS; recombinant STEP, OMFP fluorogenic substrate; inhibition, % at 20 µM; 0.25% of 360,000 active;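 active means inhibition at 20 µM, scaled per plate between control wells, above about 37%, limit read from the data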;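 further: 0% = DMSO with enzyme and substrate and 100% = substrate only without enzyme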
#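 System: STEP (striatal-enriched tyrosine phosphatase) enzyme, cell-free; medium: Bis-Tris pH 6.0 buffer with DTT, detergent; dosing: 20 µM, 1% DMSO; times: reaction 20 min, ambient temperature; detection: fluorescence, 480/540 nm; read-out basis: normalized % inhibition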
# Tb MetRS inh = T. brucei MetRS inhibitors, primary screen, biochemical, luminescence. methionyl-tRNA synthetase (Trypanosoma brucei brucei). purified T. brucei MetRS, ATP depletion, Kinase-Glo luminescence. inhibition, % at 11.9 µM. 0.4% of 360,000 active. AID 624268, 2012;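 active means inhibition above a per-plate cutoff of the control wells' mean inhibition plus 3 SD, cut at about 5.5% in these data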;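 further: 0% = DMSO wells median and 100% = median of wells with control inhibitor compound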
#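 Material – parasite MetRS enzyme · Medium – HEPES-MgCl2-KCl buffer plus DTT, spermine, BSA, pyrophosphatase · Reagent – ATP, methionine and E. coli bulk tRNA substrates · Times – 15 min enzyme-compound preincubation, 2 h reaction, 10 min detection, 25 °C · Measured by – luminescence of leftover ATP · Evaluation – percent inhibition relative to median high and low control wells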
# MsrA inh = bovine MsrA enzyme inhibitors, primary screen, biochemical, absorbance, HTS; Methionine sulfoxide reductase A (Bos taurus); purified bovine MsrA, absorbance read-out; inhibition, % at 15.5 µM; 0.75% of 360,000 active; AID 651718, 2012; in the data active means inhibition above about 4.5%;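 further: 0% = vehicle wells with enzyme and 100% = reference inhibitor wells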
# CSN deneddyl inh = inhibitors of CSN-mediated cullin deneddylation, primary screen, biochemical, fluorescence polarization, uHTS; COP9 signalosome complex subunit 5 (Homo sapiens), Q92905; Purified CSN, SCF-Nedd8-OG deneddylation; inhibition, % at 12.5 µM; 0.38% of 360,000 active;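 active means pattern-corrected inhibition above about 35%, with an unprinted fluorescence ratio check between 0.5 and 1.5, limit read from the data, passing the limit was not always enough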;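 further: 0% = enzyme with substrate and 100% = substrate without enzyme; some results filed as inactive read as strong as hits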
#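 Schedule: reaction 90 min, room temperature / Assay system: HEK293T-derived human Csn5 enzyme / Input: Csn5 at 0.24 nM final / Measure: inhibition of Csn5 cleavage, % / Control set: substrate-only high control, full reaction low control / Technique: fluorescence polarization of the substrate / Buffer or medium: Tris/NaCl/DTT buffer, pH 7.5 / Reagent: SCFSkp2-Nedd8OG substrate at 10 nM final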
# An asterisk follows results filed as active; i = inactive; nt = no result given; & = joins results of further samples.
Molecule	SUMO1 PPI mod	NadD block	Scp1 inh	LMPTP block	DNMT1 inh	Rpn11 inh	STEP block	Tb MetRS inh	MsrA inh	CSN deneddyl inh
CC(C)Oc1ccc(CCNC(=O)C2CCC(=O)N(C3CCCCCC3)C2)cc1 (centres undefined)	4	-1	-10	-1.2	-1	i	3	-0.2	1.5	-1
COCCCNC(=O)COc1ccc2oc3c(c2c1)CCCC3	4	-1	-2	0.1	0	i	0	-0.4	2.3	1
CSc1nc(NC(C)(C)C)nc(Oc2ccc(=O)[nH]n2)n1	2	4	-3	0.2	-2	i	1	-0.2	-0.8	-4
Cc1n[nH]c(=O)c2c(NC(=O)COC(=O)/C=C/c3cccc(C(F)(F)F)c3)oc(C)c12	-14	3	-5	-4.3	-2	i	3	-0.3	1.5	1
Cc1nc2ccc(NC(=O)c3ccccc3)cc2c(=O)n1Cc1ccc(F)cc1	2	7	nt	1.9	-10	i	1	-0.1	0.0	-8
COc1ccc2ccccc2c1/C=N/O	-10	-2	0	-1.4	-3	i	-3	0.3	0.5	1
CCOc1c(C)cc(-c2ncccc2O)cc1C	19&-2	0&6	0&-1	-0.1&1.5	-1&3	i	-2&0	-0.1&-0.3	1.6&1.1	2&-1
CCC(=O)c1ccccc1OCCCn1cncn1	-2	-1	-5	-1.0	6	i	1	-0.5	0.9	1
COC(=O)c1ccc(C)c(NC(=O)C(CCSC)NC(=O)c2cc(OC)c(OC)c(OC)c2)c1 (centres undefined)	1	-9	-12	-0.8	-2	i	-2	-0.8	-0.3	0
COCCCn1c(SCC(=O)N2CCc3ccccc32)nnc1-c1ccco1	0	3	-8	-0.9	2	i	-2	-0.4	0.3	3
CN(C)C(=O)NC1CCCCCCCCCCC1	5	-2	6	-0.6	2	i	3	-0.3	0.2	-3
CCOc1ccc(NC(=O)CSc2nnc(CNC(=O)c3ccco3)o2)cc1	0	3	-4	-1.3	2	i	-1	-0.4	0.8	-1
COc1ccccc1NC(=O)CSc1nc(O)cc(=O)n1-c1ccccc1OC	-3	5	9	-0.9	1	i	-3	-1.7	-0.1	0
Cc1c(C(=O)OC(C)C)sc(NC(=O)c2cnccn2)c1C(=O)OC(C)C	0	-5	-7	-1.2	2	i	-2	-1.2	0.8	0
CC(=NNC(=O)c1ccncc1)c1ccc2ccccc2c1O	-50	4	-3	0.9	4	nt	6	-0.2	0.6	-59
CN1CCN(C(=O)C2=C[C@H](c3ccccc3)C[C@H](OCc3ccc(CO)cc3)O2)CC1	0	0	2	-2.0	-3	i	0	-0.3	-0.3	-47
Cc1cc(-c2n[nH]c(=S)n2/N=C/c2ccc(Br)s2)n[nH]1	2	10	4	0.5	4	i	1	0.7	0.7	4
Cc1csc(SCC(=O)NC(=O)c2ccccc2)n1	2	-9	-3	-1.0	1	i	-1	-0.4	-0.3	-2
CCOc1ccccc1NC(=S)NCc1cccn1C	4	-1	1	-2.2	-1	i	-1	-0.1	1.7	1
COC(=O)c1c(NC(=O)CSc2nc3ccccc3c(=O)n2Cc2ccco2)sc(C)c1C	0	10	-4	1.3	17	i	0	0.4	0.4	5
Cc1nc2c(o1)CCc1ccccc1C2O (centres undefined)	-4	-8	3	-0.1	-8	i	-3	0.3	0.0	-4
O=C(CSc1ccccn1)Nc1nc2ccccc2s1	4	-3	-8	-0.2	-1	i	-1	0.5	-0.6	-11
Cc1cccc(NC(=O)c2cnc3sccn3c2=O)c1C	-14	-7	nt	0.4	11	i	2	-0.9	1.1	7
CCOc1c(CNCc2ccc(C(=O)O)cc2)cccc1OC	-8	4	-7	0.4	3	i	-1	0.5	0.0	-2
COc1cccc(CNc2nc(NCc3cccs3)nc3ccsc23)c1	0	16	nt	27	-7	i	4	2.0	-0.1	-3
Cc1cc(C)c2c(-c3ccc(F)cc3)c(C#N)c(=O)n(C)c2n1	-35	-1	-6	-2.1	-1	i	-1	0.2	-0.5	2
O=C(c1cc(-c2ccc(Br)cc2)nc2ccccc12)N1CCC1	-211	5	-2	-6.9	-2	i	0	-0.6	2.0	1
Cc1cccc(N=Nc2c(N)n[nH]c2N)c1	-14	2	-2	-1.2	-8	i	-2	0.6	3.9	1
O=C(CCCC(=O)c1ccc(F)cc1)c1ccc(F)cc1	-2	-7	-9	-0.6	-1	i	0	0.0	1.5	1
CCOc1ccc2[nH]c(C(=O)N/N=C/c3ccc(OC)cc3)cc2c1	-5	-4	-10	0.2	0	i	0	-1.1	4.2	0
O=C(Nc1nnc(-c2ccccn2)o1)c1cccc(Cl)c1	3	2	-5	-1.4	5	i	5	-0.7	1.8	-3
CC(C)CC1NC(=O)c2cccnc2-n2c1nc1cc(F)c(F)cc1c2=O (centres undefined)	0	-5	nt	-1.6	7	i	-3	-1.2	1.1	2
COCCNC(=O)C(c1ccc(F)cc1)N(Cc1ccco1)C(=O)CCC(=O)Nc1ccccn1 (centres undefined)	30	-2	-3	-0.1	2	i	0	-0.1	0.2	1
Cc1cc(C)n(-c2ccc(C(=O)OCC(=O)Nc3ccccc3[N+](=O)[O-])cc2)n1	-11	-2	3	0.0	4	i	1	-0.7	-0.1	3
O=C1/C(=C/c2ccccn2)SC(=S)N1NS(=O)(=O)c1ccccc1	-9	2	-8	0.1	2	i	-1	-0.4	2.4	2
Cn1c(=O)n(C)c2cc(S(=O)(=O)NCCOCCO)ccc21	3	-5	7	0.1	3	i	-1	-1.0	0.3	-3
O=C(CCn1c(SCC(=O)NCc2ccco2)nc2ccccc2c1=O)NCCc1ccccc1	4	8	3	-1.5	-1	i	0	-0.3	0.2	4
O=C(CCC(=O)N1CCN(S(=O)(=O)c2ccccc2)CC1)NC1CCCc2ccccc21 (centres undefined)	0	2	-8	0.4	1	i	-1	0.3	-1.5	0
O=C(NCc1nnc2n1CCCCC2)c1ccc(Cl)cc1Cl	-2	1	6	-0.6	1	i	3	0.5	-0.5	-6
Cc1c2cn[nH]c(=O)c2c(C)n1Cc1ccc(F)cc1	1	-1	-4	-1.7	-3	i	0	-0.8	-0.4	-2
CCOc1ccccc1N1CCN(C(=O)c2cc(-c3cccnc3)nc3c(Cl)cccc23)CC1	-5	2	-2	3.3	-9	i	0	-0.6	nt	0
COc1ccc(S(=O)(=O)Cc2ccc(C(=O)N3CCN(Cc4ccccc4)CC3)o2)cc1	-4	1	-15	0.2	-1	i	1	0.5	-0.8	-1
COC(=O)/C=C(\C)NC(=O)c1cccs1	-2	-7	-2	0.4	3	i	3	0.0	2.2	3
CCOC(=O)C1CCN(S(=O)(=O)c2ccccc2)CC1	6	-9	-1	-1.3	1	i	0	0.0	0.7	2
CC(C)c1cc(C(=O)N2CCCC(CCC(=O)N3CCN(c4ccccn4)CC3)C2)no1 (centres undefined)	1	-8	-2	3.0	2	i	-2	-1.5	3.0	2
O=[N+]([O-])c1c(NCCCO)cc(Sc2nc3ccccc3s2)c2nonc12	-15	9	22	0.4	-9	i	1	0.4	nt	31
CCOC(=O)c1c(NC(=O)CN2CCN(C(=O)c3ccco3)CC2)sc2c1CCCC2	3	1	4	-1.1	4	i	-4	-2.0	1.8	2
Cc1oc2nc(SCC(=O)NCc3cccnc3)nc(N)c2c1C	3	-3	3	-1.2	0	i	-2	0.3	-0.4	0
O=C(O)CCSc1nnc(-c2ccccc2)n1-c1ccccc1	2	15	-7	-0.9	3	i	-4	0.0	1.4	-3
S=C(Nc1ccccc1)Nc1ccc(Cl)cc1Cl	-2	-5	-7	-0.1	2	i	-2	-1.4	0.7	-1
CCCNC(=O)CN(c1ccc(F)c(Cl)c1)S(C)(=O)=O	-2	-9	-11	-1.0	-1	i	-2	-0.1	-2.2	-10
